M1 PAM: human CHRM1 positive allosteric modulation. 360,000 tested, 0.088% active. P11229. CHO-K1 hM1, Fluo-8 calcium fluorescence, ACh EC20; 0% = ACh EC20, 100% = maximal ACh. activation, % at 3 µM. AID 588819; in the data active means activation above about 19%, passing the limit was not always enough
Target sequence (P11229 whole entry, looked up): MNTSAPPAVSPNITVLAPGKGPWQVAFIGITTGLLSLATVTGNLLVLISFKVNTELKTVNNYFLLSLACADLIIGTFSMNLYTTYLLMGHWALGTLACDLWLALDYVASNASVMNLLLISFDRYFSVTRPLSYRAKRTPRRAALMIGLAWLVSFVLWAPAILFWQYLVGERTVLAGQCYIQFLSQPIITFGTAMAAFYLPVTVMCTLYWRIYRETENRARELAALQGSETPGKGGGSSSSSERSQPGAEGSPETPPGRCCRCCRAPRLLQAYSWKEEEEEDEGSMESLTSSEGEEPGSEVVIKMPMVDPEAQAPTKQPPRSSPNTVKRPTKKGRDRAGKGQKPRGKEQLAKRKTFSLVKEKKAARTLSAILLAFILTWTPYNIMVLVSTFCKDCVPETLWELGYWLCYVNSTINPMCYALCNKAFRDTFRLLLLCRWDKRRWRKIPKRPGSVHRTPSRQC
CHRM4 antagonist: blocks acetylcholine activation of human M4 receptor. P08173. CHO-hM4 cells, ACh EC80, Fluo-8 calcium fluorescence. inhibition, % at 3 µM. 360,000 tested, 0.73% active. AID 624125;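 active means inhibition above its plate's cutoff, the mean inhibition of sample wells plus 3 SD, cut at about 27% in these data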;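 further: 0% = acetylcholine EC80 with DMSO and 100% = DMSO without agonist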
Target sequence (P08173 whole entry, looked up): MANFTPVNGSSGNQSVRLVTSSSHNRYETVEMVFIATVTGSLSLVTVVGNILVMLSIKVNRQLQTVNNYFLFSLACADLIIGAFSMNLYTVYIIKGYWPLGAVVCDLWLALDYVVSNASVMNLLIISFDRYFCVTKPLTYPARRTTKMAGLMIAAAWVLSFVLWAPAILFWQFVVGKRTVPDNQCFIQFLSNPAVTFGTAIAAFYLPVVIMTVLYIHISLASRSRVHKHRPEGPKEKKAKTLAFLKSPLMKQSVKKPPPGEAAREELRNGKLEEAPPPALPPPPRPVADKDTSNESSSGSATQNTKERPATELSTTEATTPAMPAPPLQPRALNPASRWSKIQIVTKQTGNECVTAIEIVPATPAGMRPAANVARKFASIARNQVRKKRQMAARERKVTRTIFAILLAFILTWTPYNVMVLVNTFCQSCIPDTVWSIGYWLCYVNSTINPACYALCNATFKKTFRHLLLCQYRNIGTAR
CHO-K1 Ca ag: counter-screen for M1 agonists: effect in parental CHO-K1 cells; activation, % at 3 µM; Fluo-8 calcium fluorescence; scaled to maximal ATP response, vehicle zero; AID 602248; 360,000 tested, 0.48% active; in the data active means activation above about 15%;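 further: untransfected CHO-K1 host cells lacking M1 receptor as counterscreen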
OXTR potentiate: potentiates the human oxytocin receptor response | P30559 | CHO-OTR cells, Fluo-8 calcium fluorescence, potentiator mode; 0% = oxytocin EC15, 100% = EC100 | activation, % at 3 µM | 320,000 tested, 0.061% active;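 active means activation above that plate's cutoff, the mean activation of tested compounds plus 3 SD, cut at about 6.6% in these data, passing the limit was not always enough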;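 further: 100% uses oxytocin at 75 nM as the full agonist control; some results filed as inactive read as strong as hits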
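Measured by – Fluo-8 calcium dye fluorescence · Test system – human OTR in CHO cells · Dosing – one concentration, 3.0 µM compound · Controls – EC15 oxytocin alone as 0%, 75 nM oxytocin as 100% · Evaluation – normalized max/min fluorescence ratio, % activation · Timing – 6 min pre-incubation, 100 s read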
M4 ag: CHRM4 agonism in calcium assay; P08173; CHO-K1 hM4/Gqi5, Fluo-8 calcium fluorescence; vehicle 0%, full acetylcholine response 100%; activation, % at 3 µM; 360,000 tested, 0.14% active; AID 624127;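 active means activation above the run mean over all test wells plus 3 SD, cut at about 32% in these data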;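 further: peak over basal fluorescence ratio per well then scaled between controls; 0% = DMSO wells and 100% = acetylcholine at EC100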
M1 antag: human CHRM1 antagonism; P11229; CHO-K1 hM1, Fluo-8 calcium fluorescence, ACh EC80 antagonist; inhibition, % at 3 µM; 360,000 tested, 1.3% active; AID 588852;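 active means percent inhibition above its own plate's cutoff, namely the mean of that plate's compound wells plus 3 SD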;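 further: peak over basal fluorescence ratio during 140 s after agonist addition; 0% = ACh EC80 plus DMSO and 100% = DMSO alone without agonist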
CHO-K1 Ca antag: nonselective inhibitor or artifact in parental CHO-K1 cells; ATP-induced calcium, Fluo-8 fluorescence; inhibition, % at 3 µM; 360,000 tested, 0.6% active; AID 602250;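 active means inhibition above a per-plate cutoff, the plate's mean sample inhibition plus 3 SD, cut at about 24% in these data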;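 further: 0% = DMSO plus EC80 ATP and 100% = DMSO alone without ATP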
M1 ag: human M1 muscarinic receptor agonism; activation, % at 3 µM; CHO-K1 hM1, Fluo-8 calcium fluorescence, agonist mode; 0% DMSO, 100% acetylcholine EC100; 360,000 tested, 0.33% active; P11229;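 active means activation above the run's mean compound activation plus 3 SD, cut at about 16% in these data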;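 further: peak over basal fluorescence ratio within a 140 s kinetic read after compound addition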
CHO parental Ca: counter-screen: ATP calcium response change in parental CHO cells. parental CHO-K1, ATP-induced calcium, Fluo-8 fluorescence. inhibition, % at 5.6 µM. 330,000 tested, 0.63% active;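 active means inhibition above that plate's mean sample inhibition plus 3 SD, cut at about 26% in these data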;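 further: 0% = ATP-challenged DMSO wells and 100% = DMSO wells without ATP; some compounds past the cut are filed as inactive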
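material = parental CHO cells | also added = ATP as calcium-mobilizing challenge | dosing = single point at 5.6 µM | detection = intracellular calcium via Fluo-8 no-wash fluorescent dye | read-out = % inhibition | benchmarks = low control ATP plus DMSO, high control DMSO only | repeats = one well per compound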
An asterisk follows results filed as active; nt = no result given; & = joins results of further samples.

SMILES	M1 PAM	CHRM4 antagonist	CHO-K1 Ca ag	OXTR potentiate	M4 ag	M1 antag	CHO-K1 Ca antag	M1 ag	CHO parental Ca
CCN(CC)CCn1c2c(c(SCC(=O)Nc3nc4ccccc4s3)nc1=O)CCC2	-17	-6	-0.1	3	0	5	0	-8	-41
CCOc1ccc(CCNC(=O)c2cccc(S(=O)(=O)N3CCCCC3)c2)cc1OCC	-6	2	2.9	-6	8	4	-4	-5	-35
COc1ccc(-c2nc3ccccc3s2)cc1	3	7	0.4	nt	0	-2	2	-5	nt
Cc1ccccc1OCc1n(CC(=O)OC2CC(C)CCC2C(C)C)c2ccccc2[n+]1C (stereo not given)	-33&-23	35*	1.3&0.8	-6	3&1	44*	10&-10	-13&-4	33*
CCC(CC)c1nnc(NC(=O)C23CC4CC(CC(NC(C)=O)(C4)C2)C3)s1	6	-4	1.1	-7	0	-6	-2	-3	-14
O=C(Nc1ccc(Cl)cc1)c1cccc(OC(=S)N2CCOCC2)c1	-10	5	7.9	nt	9	24	-2	-1	nt
Cc1ccc(-n2c(SCC(=O)N(C)C)nnc2-c2ccco2)cc1	6	-9	0.3	-5	-1	-1	-3	-3	-16
CCOc1cc(C(=O)NCc2ccc(-c3nc4ccccc4o3)cc2)cc(OCC)c1OCC	-4	3	0.1	-2	1	5	-14	-3	-14
CC(OC(=O)c1ccc(C(C)(C)C)cc1)C(=O)NC1CCCCC1C (stereo not given)	8	-1	-0.1	-14	0	8	9	3	-29
Nc1c(C(=O)Nc2ccccc2)sc2ncc([N+](=O)[O-])cc12	6	10	7.5	-12	5	-4	-2	2	4
COc1ccc(C2=NS(=O)(=O)N(C)C(C(=O)NC3CCCCC3)=C2)cc1	19	-17	1.9	-5	5	-21	-2	2	-14
CCN(CC)C(=O)CSc1nnc(-c2ccc(F)cc2)n1N	-1	0	0.3	-9	1	-21	-10	-2	-12
COc1ccc(C(=O)N2CCCC(Nc3ccc(F)cc3)C2)c(OC)c1 (stereo not given)	4	2	0.0	3	1	-4	3	-2	-12
COc1ccc(-n2nnnc2SCC(=O)NC2CCCC2)cc1OC	18	1	3.3	-1	1	-15	-16	0	-12
CCOC(=O)[C@]12CCC=C1N(Cc1ccc3c(c1)OCO3)C(=O)[C@H](CC(=O)NCCCCc1ccccc1)C2	nt	-15	1.3	nt	5	nt	-34	nt	nt
COC(=O)c1ccc2nc(-c3ccc(OC)c(OC)c3)c(CC3CCCCC3)n2c1	6	-20	0.1	nt	-1	-29	-12	1	nt
Cc1ccc(CNC(=O)c2nnn(-c3cccc(C)c3)c2N)cc1	4	-8	0.8	-14	2	3	-9	-4	-9
CCOC(=O)C1CCN(C(=O)COC(=O)Cc2ccc(Cl)cc2)CC1	8	1	3.7	-7	2	-16	-18	-1	-2
CN(C1CCCC1)C1CCN(C(=O)CNC(=O)/C=C/c2ccc(F)cc2)CC1	-7	9	0.1	-5	0	4	-5	-7	-10
O=C(Nc1ccccc1OC(F)F)c1cc2c(s1)CCC2	3	-3	-0.5	6	-1	4	1	-7	-18
COCCNc1nc(NCCOC)c2sc(-c3ccccc3)cc2n1	5	-16	1.9	nt	5	-11	-7	-8	nt
CSc1nnc(Cn2c(=O)sc3ccccc32)n1-c1ccccc1C	2	-7	-0.2	2	1	-10	-3	-1	-4
CC12C=CC3(O1)C(C(=O)N(c1ccccc1)C3C(=O)NC1CCCC1)C2C(N)=O (stereo not given)	3	-2	0.1	-9	1	-3	-12	-2	-11
COc1ccccc1NS(=O)(=O)c1ccc(C)c(C(=O)N2CCN(c3ccc(O)cc3)CC2)c1	-1	-3	0.7	-5	2	-5	-6	-2	-27
C=CCn1c(SCC(=O)NCc2ccccc2)nnc1-c1cc(Br)ccc1O	-2	11	1.6	-1	3	-1	3	-6	-15
Cc1cccc(CN2C(=O)[C@H]3Cc4c([nH]c5ccccc45)C(C)(C)N3C2=O)c1	-11	6	1.4	-8	14	21	-13	-4	-19
O=C(CSc1nccc(=O)[nH]1)NCc1ccc(Cl)cc1	7	-4	0.2	-12	2	-1	-13	-2	-7
Cc1ccc(NC(=O)c2cccc(NC(=O)CC3SC(N4CCCCC4)=NC3=O)c2)nc1 (stereo not given)	0	-17	-0.1	-1	2	-12	-3	3	-21
Cc1c(N=Nc2ccc(N(C)C)cc2)c(=O)n(-c2ccccc2)n1C	0	-2	0.4	nt	0	1	-3	-7	nt
COc1cccc(NC(=O)Cn2c3ccc(F)cc3c3nc4n(c(=O)c32)CCS4)c1	5	-2	1.2	-2	1	-6	-6	-2	-19
CN(C)CCCN(C(=O)c1ccc(S(=O)(=O)N(C)C2CCCCC2)cc1)c1nc2ccc(Br)cc2s1	-5	-2	3.0	-9	4	17	0	-5	4
Cc1occc1C(=O)NNC(=O)c1nn(C)c(=O)c2ccccc12	-7	-3	-0.2	-3	1	12	12	-5	-9
COc1ccc(Cn2c(SCc3ccccc3C)nc3cc(OC)c(OC)cc3c2=N)cc1	8	12	2.4	-3	6	15	4	-2	-3
COC(=O)c1nonc1NCn1nnc2ccccc21	-5	4	0.4	-6	1	15	-2	-1	-8
COc1cccc(N(CC(=O)NCCSCc2ccco2)S(=O)(=O)c2ccccc2)c1	3	-13	2.8	-12	14	-1	-5	-4	-13
CCCn1c(N)c(N(CCOC)C(=O)CCC2CCCCC2)c(=O)[nH]c1=O	5	-4	0.0	-9	-1	-8	-15	-2	0
CN(C(=O)c1ccccc1)c1ccc(OCC(=O)NC2CCS(=O)(=O)C2)cc1 (stereo not given)	-3	1	0.5	-4	1	-4	-21	10	-10
CCCCS(=O)(=O)Nc1ccc2ncn(C)c(=O)c2c1	3	0	0.7	-1	2	-11	-16	-2	1
CCOc1ccc2[nH]c(=O)c(CN(Cc3ccccc3OC)C(=O)c3ccccc3)cc2c1	2	0	0.1	6	1	3	-8	-5	-18
COc1cc(NC(=O)c2nnn(Cc3ccc(SC)cc3)c2N)cc(OC)c1	2	11	1.9	-4	6	-6	10	5	15
c1coc(CNc2c3c(nc4ncnn24)CCCC3)c1	8	-4	1.0	-13	2	-9	-3	-1	-4
COc1ccccc1C(=O)Nc1ccc(NC(=O)c2ccco2)c(C)c1	7	-1	0.4	-14	2	0	4	-2	-16
CCN(CC)c1ccc(S(=O)(=O)N2CCOCC2)cc1NC(=O)CN1C(=O)NC2(CCCC2)C1=O	2	-12	-0.1	-8	1	4	-2	-5	-22
O=C(Nc1cc(-c2ccccc2)[nH]n1)c1ccccc1	0	-7	0.6	-1	3	-7	1	-4	-6
O=C(O)CCc1ccc(NCc2cccc(Oc3ccccc3)c2)cc1	16	3	0.6	-4	2	3	-12	3	-6
Cc1cccc(NC(=S)/N=C(\N)Nc2nc(C)c3ccc(C)cc3n2)c1	-3	-3	0.0	-5	-1	-2	-1	-5	-25
Cc1cccc(C)c1NC(=O)CN(c1ccccn1)S(=O)(=O)c1ccccc1	3	-2	0.2	-2	1	2	1	-3	25*
Cc1nn2c(-c3ccccn3)ccnc2c1Cl	7	-5	0.4	-7	5	-13	-4	-3	4

In the list so far, these contain a thiophene ring, fused or not:
SMILES	M1 PAM	CHRM4 antagonist	CHO-K1 Ca ag	OXTR potentiate	M4 ag	M1 antag	CHO-K1 Ca antag	M1 ag	CHO parental Ca
Nc1c(C(=O)Nc2ccccc2)sc2ncc([N+](=O)[O-])cc12	6	10	7.5	-12	5	-4	-2	2	4
O=C(Nc1ccccc1OC(F)F)c1cc2c(s1)CCC2	3	-3	-0.5	6	-1	4	1	-7	-18
COCCNc1nc(NCCOC)c2sc(-c3ccccc3)cc2n1	5	-16	1.9	nt	5	-11	-7	-8	nt

(listing goes on)
SMILES	M1 PAM	CHRM4 antagonist	CHO-K1 Ca ag	OXTR potentiate	M4 ag	M1 antag	CHO-K1 Ca antag	M1 ag	CHO parental Ca
COc1ccc(C2c3ccc4ccccc4c3Oc3ncn(CCO)c(=N)c32)cc1OC (stereo not given)	11	-3	3.0	-15	4	-13	-12	-1	-14
C#CC1(NC(=O)NS(=O)(=O)c2ccc(C)cc2)CCCCC1	6	-5	0.1	-11	0	7	5	3	-4
Cc1cc(C(=O)COC(=O)CCCN2C(=O)c3ccccc3C2=O)c(C)n1C	5	5	0.2	-9	1	4	-8	-4	-17
C=C(C)C1CC=C(C)/C(=N/NC(=O)c2ccc(NC(=O)c3cccc(C)c3)cc2)C1 (stereo not given)	3	6	1.9	-2	2	-8	-8	-4	-7
COc1ccc(N(C)C(=O)c2cn(CC(C)C)c(=O)c3cc(OC)c(OC)cc23)c(OC)c1	20	-7	0.5	-8	1	-20	-15	-4	-20
CN(Cc1cnccn1)Cc1nc(Cc2ccccc2Cl)no1	-4	-6	0.1	-6	1	9	-7	-4	-7
COc1cc(CC(=O)N(c2ccccc2)c2nc(C)cs2)cc(OC)c1OC	5	-2	0.1	4	2	-6	-3	-5	-38
O=C1CCCCC1Sc1nnc(Nc2ccccc2)s1 (stereo not given)	7	2	6.8	-4	2	-1	-10	-5	-16
CCOc1cccc(CNCc2ccncc2)c1	12	1	1.1	nt	1	-10	1	-4	nt
CN1CCNC(=O)C1CC(=O)NCCC1=CCCCC1 (stereo not given)	-1	-3	0.0	-2	0	5	-9	-5	-21
CC1CC(OCC(O)CN2CCN(Cc3ccccc3)CC2)CC(C)(C)C1 (stereo not given)	-12	1	0.6	-5	3	24	21	-5	-21
Nc1ncnc2c1ncn2[C@@H]1O[C@H](CNC(=O)[C@@H]2CCC(=O)N2)[C@@H](O)[C@H]1O	11	8	0.2	nt	0	-14	-9	-3	-5
Oc1ccc2ccccc2c1CN1CCN(c2ccccc2)CC1	5	0	0.2	-8	1	-8	-7	-2	-2
COc1cc(CNc2ccc3[nH]c(=O)[nH]c3c2)ccc1OCc1c(F)cccc1Cl	5	1	0.4	nt	1	-9	-14	-5	nt
COCCNC(=O)C(C)OC(=O)C1=Cc2ccccc2OC1 (stereo not given)	5	0	1.3	-5	1	0	-8	-5	-1
O=C(Nc1ccc(OCc2ccccc2)cc1)c1cccnc1	-4	-1	7.6	-16	9	6	-18	2	12
CNc1nc(C)c([N+](=O)[O-])c(Nc2ccc(OC)cc2)n1	3	4	0.5	nt	1	-1	-10	-2	nt
CCOc1ccc(N/C(N)=N/c2nc(C)c(C)c(=O)[nH]2)cc1	9	1	3.3	3	1	-10	-16	-5	2
CN1CCN(C(=O)C2(NC(=O)NCc3ccccc3)CCCCC2)CC1	3	0	0.3	4	0	0	0	-2	-11
CC1CC(=O)Nc2ccccc2N1C(=O)CN1CCN(C=O)CC1 (stereo not given)	11	2	15*	-10	1	-9	4	-7	-2
COCCCNC(=O)N1c2ccccc2Sc2ccccc21	19	-2	1.1	-11	0	-21	-6	-7	-10
COCCn1nnnc1CN(CCc1ccccc1)Cc1cc2cc(OC)ccc2[nH]c1=O	4	-6	0.1	-5	2	-10	1	-7	-4
Cc1cccc(-n2c(C)nc3cc(C(=O)N4CCOCC4)ccc32)c1	1	1	0.8	-1	2	1	-5	-3	0
CCn1nnnc1SCC(=O)N1N=C(c2cccs2)CC1c1cccs1 (stereo not given)	2	2	0.6	nt	0	-1	-5	-3	nt

High-throughput results (PubChem)

Not a hit list; 2.9% or so of the library scored in one or more.
